# MLL CXXC-DNA inh: blocks binding of human MLL CXXC domain to DNA. actives 0.037% (n = 290,000). Q03164. Potency, µM (doses to about 115 µM), for inactives: at the highest dose activity change, negative = inhibition, most hits filed as inhibitors. MLL-CXXC / FITC-HOXA9 DNA fluorescence polarization; active = well fitted inhibition curve with a large enough effect in the polarisation, with a control signal flat, not every such curve was filed as active; inconclusive = small, poorly fitted or top-dose-only effect, or effect the other way, or a change in a side signal; inactive = no such curve, though single readings can be large or run the other way; the % refers to the polarisation; also: potency is read from the fitted curve at half-maximal effect
#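 Purified MLL-CXXC (added from a 7 uM solution) was preincubated 5 min at ambient with pinned compounds in 50 mM Tris-HCl pH 7.5, 50 mM NaCl, 1 mM DTT, 0.05% BSA. Fluorescein-labeled HOX-A9 DNA (50 nM solution) followed, 30 min, then polarization read.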
# Coupling enz: inhibits coupling enzyme system, counter-screen for aldolase hits; coupling enzyme system counterscreen, AmpLite Red fluorescence; activity change, negative = inhibition, % at 58.2 µM, hits read low; actives 0.67% (n = 290,000); AID 2472; in the data active = activity change below about -30%; also: % is scaled to controls: 0 for no effect and ±100 for the full control effect
#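 Compounds tested against the coupling enzymes alone at 57.5 uM final; readout was AmpLite Red fluorescence (525/598 nm) after 20 min at RT.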
# TRPV1 agonist: human TRPV1 agonism; Q8NER1; TRPV1-expressing cells, Fluo-8 calcium influx, agonist mode; activation, % at 8.33 µM; actives 0.19% (n = 320,000); AID 540275; in the data active = activation above about 80%; inconclusive = between about 30% and that limit; also: 0% is about no effect
# Target sequence (Q8NER1 whole entry, looked up): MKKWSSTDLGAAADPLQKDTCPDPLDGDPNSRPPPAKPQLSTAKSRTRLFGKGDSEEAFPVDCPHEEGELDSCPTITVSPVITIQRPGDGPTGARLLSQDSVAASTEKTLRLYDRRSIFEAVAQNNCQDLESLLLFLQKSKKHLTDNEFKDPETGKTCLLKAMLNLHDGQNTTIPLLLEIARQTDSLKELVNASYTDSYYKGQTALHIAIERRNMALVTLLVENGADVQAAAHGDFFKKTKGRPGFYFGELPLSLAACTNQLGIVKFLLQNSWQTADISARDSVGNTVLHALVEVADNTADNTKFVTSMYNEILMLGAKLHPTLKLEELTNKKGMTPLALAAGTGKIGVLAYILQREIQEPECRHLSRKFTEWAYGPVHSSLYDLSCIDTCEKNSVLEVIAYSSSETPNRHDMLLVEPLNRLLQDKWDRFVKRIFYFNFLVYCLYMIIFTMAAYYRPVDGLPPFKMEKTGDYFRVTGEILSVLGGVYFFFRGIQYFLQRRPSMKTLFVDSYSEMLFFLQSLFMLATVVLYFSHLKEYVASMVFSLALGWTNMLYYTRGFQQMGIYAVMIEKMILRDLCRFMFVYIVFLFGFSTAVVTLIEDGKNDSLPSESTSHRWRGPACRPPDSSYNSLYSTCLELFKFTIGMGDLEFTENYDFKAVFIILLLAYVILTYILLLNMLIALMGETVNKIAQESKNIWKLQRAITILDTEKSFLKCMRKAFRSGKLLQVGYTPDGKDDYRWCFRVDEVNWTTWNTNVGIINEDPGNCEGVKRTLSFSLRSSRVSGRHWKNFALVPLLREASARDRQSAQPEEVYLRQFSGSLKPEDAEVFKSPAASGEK
#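 Cells expressing TRPV1 were dye-loaded with Fluo-8 and read kinetically: 10 s baseline, 3 min after compound (agonist portion), then 2 min after EC20 capsaicin (allosteric enhancer portion). Calcium-bound dye fluorescence at 480/520 nm.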
# MBNL1 CUG block: inhibitors of human MBNL1 binding to CUG repeat RNA; Q9NR56; TR-FRET MBNL1-His/biotin-(CUG)12 binding, 665/545 ratio; Potency, µM (highest dose often 57.5 µM), inactives show at the highest dose activity change, negative = inhibition, most hits filed as inhibitors; actives 0.036% (n = 280,000); active = well fitted inhibition curve with a large enough effect in the signal ratio, with a control signal flat, not every such curve was filed as active; inconclusive = small, poorly fitted or top-dose-only effect, or effect the other way, or a change in a side signal; inactive = no such curve, though single readings can be large or run the other way; the % refers to the signal ratio; also: potency is read from the fitted curve at half-maximal effect; % is scaled to controls: 0 for no effect and ±100 for the full control effect
#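 His-tagged MBNL1 binding to biotinylated (CUG)12 RNA was measured by TR-FRET using terbium anti-His antibody (0.055 ng/ul final) and streptavidin-XL665 (5 nM final). Compounds were titrated 92 nM to 58 uM; 60 min at room temperature.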
# ASM inhibitor: blocks human secretory acid sphingomyelinase | P17405 | Potency, µM (highest dose often 57.5 µM), without a hit: top-dose activity change, negative = inhibition, most hits filed as inhibitors | actives 0.006% (n = 340,000) | placental ASM, HMU-PC fluorogenic substrate, 60 min; also: potency is read from the fitted curve at half-maximal effect
#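 Human placenta-derived ASM preincubated with compound 10 min at room temperature, then reacted with 9 uM (final) fluorogenic HMU-PC substrate for 60 min at 37 C. Stop solution raises pH to 10; fluorescence read at Ex 386/Em 447 nm.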
# hERG WT inh: inhibitors of human wildtype KCNH2 potassium channel | Q12809 | U2OS, BacMam KCNH2, thallium flux FluxOr; hits give low values | activity change, % at 1.84 µM | actives 0.37% (n = 340,000);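 active = maximum activity change below -70%; inconclusive = maximum activity change between -70% and -50%; inactive = maximum activity change above -50%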; also: % is scaled to controls: 0 for no effect and ±100 for the full control effect
#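 U2OS cells transduced with wild-type KCNH2 virus are loaded with FluxOr dye for 45 min, and thallium flux is measured in kinetic reads before and after stimulation buffer. Rate constants are normalized to DMSO controls.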
# GALK inhibitor: inhibitors of human galactokinase. Potency, µM (highest dose often 57.5 µM), for the others: top-dose activity change, negative = inhibition, most hits filed as inhibitors. actives 0.007% (n = 270,000). P51570. Purified GALK, Kinase-Glo residual ATP luminescence. AID 1868; also: potency is read from the fitted curve at half-maximal effect; % is scaled to controls: 0 for no effect and ±100 for the full control effect
#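 Quantitative HTS: GALK 5 nM, ATP 35 uM, galactose 100 uM, 1 h room temperature, then luciferase-based ATP detection.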
# Integrin act MD: integrin-mediated muscular dystrophy alleviation activation; alpha7betagal myoblasts, beta-gal FDG fluorescence, 48 h; Potency, µM (series often up to 38.3 µM), inactives show at the highest dose activation, hits mostly activators; actives 0.064% (n = 350,000); AID 624291;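 also: potency is read from the fitted curve at half-maximal effect; 100% = response of the positive control SU9516; nearly all actives have a fitted effect of over 60% in size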
#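 alpha7betagal+/- myoblasts (passage 13, 250/well) treated 48 h at 37C with compounds at 1:260 dilution of DMSO stock. Lysed, then beta-galactosidase activity read as FDG fluorescence (ex 480/em 540) after 30 min, with pre-read for autofluorescence.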
# AT treatment: candidate therapy for ataxia-telangiectasia. […] A-T fibroblasts, KAP-1 phosphorylation AlphaLISA; neocarzinostatin DNA damage 30 min before lysis. Potency, µM (top dose mostly 57.5 µM), for the others: at the top dose activation, actives largely listed as activators. actives 0.19% (n = 320,000). AID 485349; also: potency is read from the fitted curve at half-maximal effect; % of control where 0% means no effect; nearly all actives have a fitted effect of over 45% in size
#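 hTERT-immortalized A-T patient fibroblasts ([…]), 500 cells/well in OPTI-MEM, 1% FBS, got compounds for 60 min, then NCS for 30 min at 37C. Lysates were then assayed for phospho-KAP-1 by AlphaLISA (anti-pKAP1 donor, anti-KAP1 acceptor beads), 6 hr at 25C.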
# KCNH2 3.1 block: inhibitors of human KCNH2 3.1 potassium channel isoform | U2OS KCNH2 3.1, thallium flux FluxOr; hits give low values | activity change, % (tested at about 1.8 µM) | actives 0.95% (n = 340,000);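 active = maximum activity change below -70%; inconclusive = maximum activity change from -70% to -50%; inactive = maximum activity change above -50%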;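 also: thallium influx rate constant from kinetic fluorescence after stimulation buffer; % is scaled to controls: 0 for no effect and ±100 for the full control effect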
#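 We transduce U2OS cells with the mutant 3.1 virus, culture them overnight, load FluxOr with Red40 quencher for 45 min, then add stimulation buffer and read kinetically for 2 min to derive a normalized rate constant.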
# Active calls of the source: *; u = inconclusive; x = not tested or not shown; & = joins results of further samples; [ ] = dose if it differs, or a comment. Unless noted, calls follow the shape of the dose curve; as a rule, active = well fitted curve in the direction sought with a large enough effect; inconclusive = small, poorly fitted or top-dose-only effect, or another doubt; inactive = no such curve, though single readings can be large; an effect the other way counts as inactive or inconclusive.
# Start of the listing, in advance, two compounds:
SMILES,MLL CXXC-DNA inh,Coupling enz,TRPV1 agonist,MBNL1 CUG block,ASM inhibitor,hERG WT inh,GALK inhibitor,Integrin act MD,AT treatment,KCNH2 3.1 block
COc1cccc(/C=C(/C(=O)OCC(=O)NC2CCCC(C)C2C)c2ccccc2)c1 (stereo not given),3%,-3,12,x,-5%,-2,0%,-29%,2%,0
O=C(N/N=C/c1ccc2c(c1)OCO2)C1CC1,10%,x,3,21%,1%,15,4%,27%,17%,3

# All compounds of this part, previewed entries included:
SMILES,MLL CXXC-DNA inh,Coupling enz,TRPV1 agonist,MBNL1 CUG block,ASM inhibitor,hERG WT inh,GALK inhibitor,Integrin act MD,AT treatment,KCNH2 3.1 block
COc1cccc(/C=C(/C(=O)OCC(=O)NC2CCCC(C)C2C)c2ccccc2)c1 (stereo not given),3%,-3,12,x,-5%,-2,0%,-29%,2%,0
O=C(N/N=C/c1ccc2c(c1)OCO2)C1CC1,10%,x,3,21%,1%,15,4%,27%,17%,3
CC(=O)c1ccc(NC(=O)C(C)OC(=O)CCCN=C2NS(=O)(=O)c3ccccc32)cc1 (stereo not given),x,x,-5,x,2%,-1,x,-8%,0%,11
COc1ccccc1OCc1ccc(C(=O)c2ccccc2)cc1,-6%,0,7,-1%,2%,1,-3%,0%,u,2
O=C(CN1C(=O)NC2(CCc3ccccc32)C1=O)NCc1ccccc1Cl (stereo not given),x,x,3,x,1%,4,x,10%,4%,25
O=C(COc1ccc(F)cc1)NNC(=O)Cn1ccc(C(F)(F)F)n1,x,x,x,x,3%,12,x,21%,-7%,3
CCN(CC)C1CCCCC1NS(=O)(=O)c1ccc(Cl)cc1 (stereo not given),2%,1,1,-12%,2%,6,4%,-5%,2%,13
OCCN(Cc1ccccc1)CC1CCCCC1,6%,0,20,-13%,0%,-13,6%,17%,x,1
Nc1c(C(=O)CSc2n[nH]c(-c3ccccc3)n2)c(=O)[nH]c(=O)n1C1CC1,x,x,-2,x,4%,7,x,-6%,0%,11
COc1ccc2[nH]c3c4c(ccc3c2c1)C(=O)C=CC4=O,1%,-38*,-22,10%,-5%,-2,0%,-69%[inhibitor],-11%,u
COc1ccc(NC(=O)c2oc3ccc(S(=O)(=O)N4CCOCC4)cc3c2C)cc1,3%,0,22,-8%,-14%,x,12%,u,-2%,14
CCOC(=O)c1cccc(NC(=O)Cn2c(CC(=O)N3CCCC3)nc3ccccc32)c1,2%,0,-1,3%,x,x,-1%,x,8%,x
O=C(O)COc1ccc(NC(=O)c2ccco2)cc1,-1%,-2,5,-1%,-1%,0,0%,-12%,3%,-18
CCN(CC)CCCNC(=O)Cn1nc([N+](=O)[O-])c(Cl)c1C,1%,0,-1,u,6%,-5,1%,-16%,3%,-7
Cc1ccc(CN2C(=O)N/C(=C\c3ccc(N4CCOCC4)cc3)C2=O)cc1,-3%,1,12,10%,176%[activator],11,x,-4%,0%,5
COc1cc(NC(=S)N2CCN(C(=O)C3CCCO3)CC2)c(OC)cc1Cl (stereo not given),3%,3,-1,-3%,7%,-3,0%,-11%,-2%,6
CC(Sc1nnc(-c2ccc(OC(F)F)cc2)n1N)C(=O)NCC1CCCO1 (stereo not given),x,x,3,x,3%,-11,x,-8%,9%,-10
CCOC(=O)C1C(c2ccccc2Cl)NC(=O)N(C)C1(O)C(F)(F)F (stereo not given),4%,4,-1,-16%,-2%,6,3%,32%,-2%,-17
O=C(NN=C1CCCCCC1)c1ccncc1,-5%,x,u,2%,1%,-8,-2%,-22%,-1%,2
O=C1NCCCN1Cc1ccc(F)cc1,-17%,0,-5,-3%,4%,14,1%,-4%,-1%,12
CCCCc1nc(NCCN2CCOCC2)c(C#N)c2c1COC(C)(C)C2,-9%,1,u,5%,2%,6,-3%,-2%,7%,-11
COc1ccc(C(N)=O)cc1N,-1%,0,8,-2%,7%,-10,0%,-8%,2%,-11
Cc1nc2sc3c(c2c(=O)n1/N=C/c1cccnc1)CCCC3,-1%,7,19,-9%,-1%,-5,17%,49%,0%,-4
Cc1nc(/C=C/c2ccccc2)cc(/C=C/c2ccccc2)n1,-1%,0,0,-5%,102%[activator],1,0%,-28%,-1%,-5
COc1cccc(NC(=O)COC(=O)c2c(F)cccc2Cl)c1,-5%,-1,5,-13%,1%,-11,0%,4%,4%,-15
CCOC(=O)c1cnc2cc(-c3ccc(C)cc3)nn2c1-c1ccccc1,5%,x,8,-1%,8%,4,-6%,6%,0%,-1
O=C(c1cccnc1)N1CCN(S(=O)(=O)c2ccc(Cl)cc2)CC1,-8%,-4,2,-10%,5%,2,0%,21%,4%,-8
Cc1ccc(C(=O)OCC(=O)Nc2ccccc2)cc1S(=O)(=O)N1CCCCC1,x,x,13,x,-3%,-2,x,18%,-2%,0
Cc1ccc(CNS(=O)(=O)NCc2ccc(Cl)cc2)cc1,-1%,-2,0,2%,1%,x,-1%,u,1%,-19
Cc1ccc(-n2cccn2)c(CN2CCC(CO)(CCc3ccccc3)CC2)c1,-6%,1,6,-2%,0%,-35,10%,-3%,3%,-96*
O=C1CC[C@@H](C(=O)N2CSC[C@H]2C(=O)O)N1,-4%&5%,0,-2,-1%,4%,2,0%,x,x,-5
COc1ccc(Cl)cc1NC(=S)N1CCN(S(C)(=O)=O)CC1,-3%,1,5,-1%,5%,3,-2%,0%,-35%,-7
CC1(C)CC(NC2C3CC4CC(C3)CC2C4)CC(C)(C)N1 (stereo not given),-2%,-4,0,x,-1%,2,-3%,-68%[inhibitor],2%,-10
Clc1ccc2[nH]cc(-c3nnnn3-c3ccccc3)c2c1,14%,x,5,-7%,-3%,5,-5%,-17%,3%,3
COc1cc(OC)cc(C(=O)Nc2ccccc2C(=O)NC2CC2)c1,x,x,29,x,1%,-5,x,12%,4%,-11
COC(C/C=C/C(=O)COCc1ccccc1)OC,-2%,5,-1,0%,5%,-15,-2%,0%,16%,-17
CC(=O)Nc1ccc(CCc2nc3ccccc3[nH]2)cc1,1%,6,-5,-2%,-1%,1,0%,-12%,1%,7
O=c1[nH]c2c(s1)C(c1cccnc1)C1C3CCC(C3)C1S2 (stereo not given),3%,6,7,-10%,-8%,-5,-1%,-30%,-3%,-13
Cc1ccc(NC(=O)CN(C)C(=O)COC(=O)C(C)(C)Oc2ccc(Cl)cc2)cc1,0%,x,17,2%,0%,-4,1%,5%,6%,-8
O=C(Nc1ccc2oc(-c3ccc4ccccc4c3)nc2c1)c1cccs1,33%[activator],0,1,0%,25%,1,-3%,-1%,0%,-4
O=C(Nc1cccc2ccccc12)c1cccc(F)c1,13%,0,u,3%,0%,-21,x,23%,3%,2
O=C(CCN1C(=O)/C(=C/c2ccc(F)cc2)SC1=S)NCCc1cnc[nH]1,42%[activator],x,2,u,-10%,7,-4%,-34%,-4%,3
Cc1cccnc1NC(=O)CCCNC(=O)c1ccc(Cl)cc1,x,x,-3,x,-1%,-5,x,-9%,-2%,10
O=C(CNC(=O)c1ccc(Br)cc1)N=Nc1c(O)[nH]c2ccc([N+](=O)[O-])cc12,29%,-4,-3,u,-4%,-1,-1%,-5%,1%,6
COc1cccc(NC(=O)C2=COCCO2)c1,x,x,0,x,-1%,-12,x,12%,7%,-2

# Ordered by formula weight (low to high): some entries from above.
SMILES,MLL CXXC-DNA inh,Coupling enz,TRPV1 agonist,MBNL1 CUG block,ASM inhibitor,hERG WT inh,GALK inhibitor,Integrin act MD,AT treatment,KCNH2 3.1 block
COc1cccc(NC(=O)C2=COCCO2)c1,x,x,0,x,-1%,-12,x,12%,7%,-2
COC(C/C=C/C(=O)COCc1ccccc1)OC,-2%,5,-1,0%,5%,-15,-2%,0%,16%,-17
O=C(Nc1cccc2ccccc12)c1cccc(F)c1,13%,0,u,3%,0%,-21,x,23%,3%,2
CC(=O)Nc1ccc(CCc2nc3ccccc3[nH]2)cc1,1%,6,-5,-2%,-1%,1,0%,-12%,1%,7
O=c1[nH]c2c(s1)C(c1cccnc1)C1C3CCC(C3)C1S2 (stereo not given),3%,6,7,-10%,-8%,-5,-1%,-30%,-3%,-13
COc1cc(OC)cc(C(=O)Nc2ccccc2C(=O)NC2CC2)c1,x,x,29,x,1%,-5,x,12%,4%,-11
O=C(Nc1ccc2oc(-c3ccc4ccccc4c3)nc2c1)c1cccs1,33%[activator],0,1,0%,25%,1,-3%,-1%,0%,-4
Cc1ccc(NC(=O)CN(C)C(=O)COC(=O)C(C)(C)Oc2ccc(Cl)cc2)cc1,0%,x,17,2%,0%,-4,1%,5%,6%,-8
O=C(CNC(=O)c1ccc(Br)cc1)N=Nc1c(O)[nH]c2ccc([N+](=O)[O-])cc12,29%,-4,-3,u,-4%,-1,-1%,-5%,1%,6

# Screening results: PubChem BioAssay, National Center for Advancing Translational Sciences (NCATS)
